MEKK3 PB1 HTS – raises or lowers MEK5 binding to the human MEKK3 PB1 domain | bead-based flow cytometry, Alexa488-MEK5 binding to MEKK3; actives lie on both sides; 0 = blocked by unlabeled MEK5, 100 = vehicle | binding response (% of control), % at 10 µM | actives 1.4% (n = 290,000);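 active = binding response more than 3 SD above or below the average of its plate-row segment, actives on both sides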;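 also: Alexa488 bead fluorescence after subtracting the streptavidin-only scavenger bead signal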
Target sequence (Q99759 whole entry, looked up, the tested form may be a part): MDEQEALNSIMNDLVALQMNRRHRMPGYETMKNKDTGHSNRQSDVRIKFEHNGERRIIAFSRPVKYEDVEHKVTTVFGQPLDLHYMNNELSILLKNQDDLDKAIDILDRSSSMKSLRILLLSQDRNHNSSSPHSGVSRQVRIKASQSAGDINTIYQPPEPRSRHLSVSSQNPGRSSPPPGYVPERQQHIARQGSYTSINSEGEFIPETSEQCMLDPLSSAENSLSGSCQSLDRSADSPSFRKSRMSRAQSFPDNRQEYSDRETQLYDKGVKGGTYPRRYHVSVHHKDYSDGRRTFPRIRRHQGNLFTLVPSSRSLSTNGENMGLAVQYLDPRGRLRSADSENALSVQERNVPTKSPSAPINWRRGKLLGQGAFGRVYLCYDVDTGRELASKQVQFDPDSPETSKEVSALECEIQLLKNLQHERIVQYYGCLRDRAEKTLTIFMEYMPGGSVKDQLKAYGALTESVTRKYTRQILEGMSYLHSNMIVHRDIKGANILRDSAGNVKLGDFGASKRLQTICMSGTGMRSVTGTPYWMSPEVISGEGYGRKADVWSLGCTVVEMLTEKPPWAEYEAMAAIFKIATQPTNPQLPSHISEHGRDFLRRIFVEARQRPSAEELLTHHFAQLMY
V1R ag counter – V1a receptor agonism, counter-screen for OXTR agonists. P37288. CHO-V1R cells, Fluo-8 calcium fluorescence, agonist mode; 0% DMSO, 100% 3 nM vasopressin. activation, % at 3 µM. actives 0.25% (n = 320,000);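 active = activation above the mean activation of all tested compounds plus 3 SD, per screening run, cut at about 20% in these data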;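 also: signal is peak over basal fluorescence ratio across a 100 second FLIPR read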
MEKK2 mut-MEK5 – signal of MEK5 binding to mutant human MEKK2 PB1 domain. bead flow cytometry, Alexa488-MEK5 binding to MEKK2 mutant. AID 1530. actives 0.35% (n = 290,000). percent response, % at 10 µM; in the data active = percent response above about 24%, passing the limit was not always enough; also: inactives centre near 1; some results filed as inactive read as strong as hits; reference of the scale not given here
NALP1 inh – blocks the NALP1 inflammasome reconstituted in yeast; S. cerevisiae NALP1/ASC/caspase-1 growth, X-gal OD620, 72 h; inhibition, % at 10 µM; actives 0.61% (n = 280,000); AID 2071; in the data active = inhibition mostly above about 24%, no sharp cut-off; inactive = mostly below about 32%; also: some compounds called inactive have numbers as strong as hits
GalR3 antagonist – blocks the human galanin receptor 3; O60755; HEK293 GalR3-CNG cAMP membrane potential fluorescence; galR3 body fused to GalR1 C-terminus; inhibition, % at 3 µM; actives 0.44% (n = 360,000);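 active = inhibition above the screen-wide average plus 3 SD, cut at about 13% in these data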;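 also: forskolin and galanin both at EC90 stimulate the cells; cAMP rise reported by CNG channel membrane potential dye signal; 0% = forskolin plus galanin with DMSO and 100% = forskolin alone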
GPR7 antagonist – blocks human GPR7 receptor signaling. P48145. GPR7-expressing cells, fluorescence antagonist assay. inhibition, % at 4.4 µM. actives 1.1% (n = 290,000); in the data active = inhibition above about 16%, passing the limit was not always enough;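 also: cells stimulated with the agonist NPW; 0% = agonist with vehicle and 100% = vehicle without agonist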
MEKK2 WT-MEK5 – raises or lowers MEK5 binding to wildtype human MEKK2 PB1 domain; bead flow cytometry, Alexa488-MEK5 binding to MEKK2 WT; actives lie on both sides; binding response (% of control), % at 10 µM; Q9Y2U5; AID 1531; actives 1.1% (n = 290,000); in the data active = binding response below about 67% or above about 130%
OXTR agonist – activates the human oxytocin receptor; actives 0.32% (n = 320,000); P30559; CHO-OTR cells, Fluo-8 calcium fluorescence; normalized: DMSO 0%, oxytocin 100%; activation, % at 3 µM;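 active = activation above the mean of all tested compounds plus 3 SD, cutoff set per screening run, cut at about 20% in these data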;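 also: peak over basal fluorescence ratio from a 100 s FLIPR kinetic read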
PHOSPHO1 inh – PHOSPHO1 (human) inhibition. recombinant PHOSPHO1, absorbance phosphatase assay. Q8TCT1. inhibition, % at 13.3 µM. AID 1565. actives 1.1% (n = 290,000); in the data active = inhibition above about 60%
* = called active by the depositor; · = not tested or not shown.

1: C/C(=N\Nc1ccc(C(F)(F)F)cc1[N+](=O)[O-])C(C)C
2: O=C(Nc1ccncc1)c1ccccc1Cl
3: COc1cc(NC(=O)COC(=O)CNC(=O)c2cc(C)cc(C)c2)c(C)cc1[N+](=O)[O-]
4: Cc1ccc(-n2ncc3c(=O)n(CC(=O)N4CCN(c5ccccc5)CC4)cnc32)cc1
5: CC(C)CN1CCN(Cc2ccc(CN3CCCCC3)s2)CC1CCO (configuration not stated)
6: O=S(=O)(c1ccc(-c2ccccc2)cc1)N1CCOCC1
Screen / compound no. | 1 | 2 | 3 | 4 | 5 | 6
MEKK3 PB1 HTS | 104 | 99 | 98 | 99 | 90 | 98
V1R ag counter | 0.7 | 1.7 | -1.5 | 0.4 | -0.4 | 0.8
MEKK2 mut-MEK5 | -2 | 1 | -1 | -1 | 8 | 6
NALP1 inh | 8 | 22 | 15 | -2 | -7 | 11
GalR3 antagonist | 0 | -3 | -2 | 0 | -5 | -2
GPR7 antagonist | 0 | 2 | 18 | -7 | -11 | -2
MEKK2 WT-MEK5 | 101 | 100 | 99 | 102 | 107 | 99
OXTR agonist | 1.2 | 1.0 | -2.2 | -1.1 | 0.4 | -0.1
PHOSPHO1 inh | 3 | 14 | 2 | 16 | 20 | -74

Part of the list above in a different format.
5: CC(C)CN1CCN(Cc2ccc(CN3CCCCC3)s2)CC1CCO (configuration not stated)
  MEKK3 PB1 HTS = 90	V1R ag counter = -0.4	MEKK2 mut-MEK5 = 8	NALP1 inh = -7	GalR3 antagonist = -5	GPR7 antagonist = -11	MEKK2 WT-MEK5 = 107	OXTR agonist = 0.4	PHOSPHO1 inh = 20

4: Cc1ccc(-n2ncc3c(=O)n(CC(=O)N4CCN(c5ccccc5)CC4)cnc32)cc1
  MEKK3 PB1 HTS = 99	V1R ag counter = 0.4	MEKK2 mut-MEK5 = -1	NALP1 inh = -2	GalR3 antagonist = 0	GPR7 antagonist = -7	MEKK2 WT-MEK5 = 102	OXTR agonist = -1.1	PHOSPHO1 inh = 16

1: C/C(=N\Nc1ccc(C(F)(F)F)cc1[N+](=O)[O-])C(C)C
  MEKK3 PB1 HTS = 104	V1R ag counter = 0.7	MEKK2 mut-MEK5 = -2	NALP1 inh = 8	GalR3 antagonist = 0	GPR7 antagonist = 0	MEKK2 WT-MEK5 = 101	OXTR agonist = 1.2	PHOSPHO1 inh = 3

6: O=S(=O)(c1ccc(-c2ccccc2)cc1)N1CCOCC1
  MEKK3 PB1 HTS = 98	V1R ag counter = 0.8	MEKK2 mut-MEK5 = 6	NALP1 inh = 11	GalR3 antagonist = -2	GPR7 antagonist = -2	MEKK2 WT-MEK5 = 99	OXTR agonist = -0.1	PHOSPHO1 inh = -74

Among those listed so far, two have nitrogen in an aromatic ring:
2: O=C(Nc1ccncc1)c1ccccc1Cl
4: Cc1ccc(-n2ncc3c(=O)n(CC(=O)N4CCN(c5ccccc5)CC4)cnc32)cc1
Screen / compound no. | 2 | 4
MEKK3 PB1 HTS | 99 | 99
V1R ag counter | 1.7 | 0.4
MEKK2 mut-MEK5 | 1 | -1
NALP1 inh | 22 | -2
GalR3 antagonist | -3 | 0
GPR7 antagonist | 2 | -7
MEKK2 WT-MEK5 | 100 | 102
OXTR agonist | 1.0 | -1.1
PHOSPHO1 inh | 14 | 16

Remaining list, next part
7: CCN(CC)C(=O)C(C(=O)c1cccc([N+](=O)[O-])c1)n1cc(Cl)ccc1=O (configuration not stated)
8: CCOc1ccc2nc(NCCCNS(=O)(=O)c3ccc(F)cc3)c(C#N)cc2c1
9: C#CC(CCN1CCCCC1)(OC)c1ccccc1 (configuration not stated)
10: CC1(C)C(c2ccccc2)=NC(c2ccc(F)cc2)N1O (configuration not stated)
11: CN(C)S(=O)(=O)c1cccc(NC(=O)COC(=O)/C=C/c2ccc3c(c2)OCO3)c1
12: COc1ccc(CCNC(=O)COC(=O)/C=C/c2cccs2)cc1
Screen / compound no. | 7 | 8 | 9 | 10 | 11 | 12
MEKK3 PB1 HTS | 101 | 95 | 102 | 93 | 102 | 94
V1R ag counter | 0.1 | 5.2 | · | 0.2 | 14 | 0.6
MEKK2 mut-MEK5 | 2 | -1 | 4 | -6 | 0 | -8
NALP1 inh | -8 | · | 9 | 8 | 11 | 2
GalR3 antagonist | -3 | · | -3 | 0 | -3 | ·
GPR7 antagonist | -6 | 0 | -17 | 17 | 3 | -11
MEKK2 WT-MEK5 | 99 | 94 | 110 | 99 | 100 | 93
OXTR agonist | 1.0 | 2.2 | · | -0.9 | 6.2 | 0.5
PHOSPHO1 inh | -2 | · | 25 | 34 | 2 | 28

13: CC1CC(C)CN(CCCNC(=O)COc2cc(=O)n(C)c3ccccc23)C1 (configuration not stated)
14: CCOc1ccccc1CNC(=O)c1cn(C)c(=O)c2c1c1ccccc1n2C
15: CCn1cc(CCC(=O)NC(C)c2ccccc2)c2ccccc21 (configuration not stated)
16: Cc1ccc(C)c(S(=O)(=O)N2CCN(CC(=O)Nc3sccc3C#N)CC2)c1
17: Cc1occc1C(=O)N/N=C/c1ccc(OCc2ccccc2)cc1
18: O=C(c1ccc(Cl)cc1)N1CCC(=O)N(C(CO)Cc2ccccc2)CC1 (configuration not stated)
Screen / compound no. | 13 | 14 | 15 | 16 | 17 | 18
MEKK3 PB1 HTS | 108 | 105 | 95 | 162* | 103 | 101
V1R ag counter | 0.5 | 0.7 | -1.5 | 0.5 | 0.7 | 0.0
MEKK2 mut-MEK5 | 1 | 5 | -1 | 0 | 1 | -4
NALP1 inh | -73 | -2 | -1 | 17 | -14 | ·
GalR3 antagonist | -5 | -7 | -13 | -4 | 4 | -5
GPR7 antagonist | 7 | -21 | 7 | -10 | -5 | ·
MEKK2 WT-MEK5 | 109 | 103 | 98 | 107 | 100 | 97
OXTR agonist | -0.4 | -1.5 | -1.8 | -0.3 | -1.9 | 9.5
PHOSPHO1 inh | -48 | -8 | 34 | 3 | -12 | ·

19: NS(=O)(=O)c1ccc(N2C(=O)C3CC=CCC3C2=O)cc1 (configuration not stated)
20: CCOCCCN1C(=O)CN(C2CCCCCC2)C(=O)C1c1ccc(OC)cc1 (configuration not stated)
21: COc1ccc(C(C#N)N2CCCCC2)cc1OC (configuration not stated)
22: CCOc1cc(NC(=O)c2ccccn2)c(OCC)cc1NC(=O)c1ccccc1
23: COc1ccc(OC)c(C2C3=C(CCCC3=O)Nc3c2c(=O)n(C)c(=O)n3C)c1 (configuration not stated)
24: O=C(Nc1ccc(N2CCOCC2)cc1)c1nc2ccccc2s1
25: Cc1ccc(/C=C/c2ccc(=O)n(Cc3ccccc3Cl)n2)cc1
Screen / compound no. | 19 | 20 | 21 | 22 | 23 | 24 | 25
MEKK3 PB1 HTS | 98 | 106 | 100 | 113 | 112 | 95 | 103
V1R ag counter | 0.3 | -1.3 | 1.0 | 2.9 | 1.4 | -0.2 | 4.1
MEKK2 mut-MEK5 | -7 | 6 | 2 | 7 | 4 | 5 | 1
NALP1 inh | -1 | 18 | -14 | -15 | -6 | · | 37*
GalR3 antagonist | -7 | -4 | -1 | -2 | 0 | -3 | 3
GPR7 antagonist | -1 | 4 | -5 | -2 | -23 | -8 | 16
MEKK2 WT-MEK5 | 92 | 112 | 99 | 103 | 108 | 96 | 93
OXTR agonist | 0.4 | -1.0 | 1.1 | 0.1 | 0.7 | -0.2 | 0.5
PHOSPHO1 inh | 32 | 41 | -1 | -1 | 0 | 14 | 19

Screening data (PubChem)
